Assay outcomes as filed in PubChem BioAssay.
MLL CXXC-DNA inh – qHTS Fluorescence Polarization Assay for Inhibitors of MLL CXXC domain - DNA interaction. Potency, µM (top dose mostly 115 µM), without a hit: top-dose activity change, negative = inhibition, most hits filed as inhibitors. MLL-CXXC / FITC-HOXA9 DNA fluorescence polarization. 0.037% of 290,000 active. AID 2662, 2010; active means well fitted inhibition curve with a large enough effect in the polarisation, with a control signal flat, not every such curve was filed as active; inconclusive means small, poorly fitted or top-dose-only effect, or effect the other way, or a change in a side signal; inactive means no such curve, though single readings can be large or run the other way; the % refers to the polarisation; further: potency means the concentration at half of the fitted maximal effect
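Purified MLL-CXXC (added from a 7 uM solution) was preincubated 5 min at ambient with pinned compounds in 50 mM Tris-HCl pH 7.5, 50 mM NaCl, 1 mM DTT, 0.05% BSA. Fluorescein-labeled HOX-A9 DNA (50 nM solution) followed, 30 min, then polarization read.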
TSHR antagonist – Antagonists of the Thyroid Stimulating Hormone Receptor: HTS campaign | Thyrotropin receptor (Homo sapiens), P16473 | TSHR-expressing cells, TSH-stimulated cAMP HTRF, 2 h; active compounds read low | activity change, negative = inhibition, % at 11.5 µM | 0.2% of 330,000 active;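 active means activity change below a set negative limit, meaning inhibition stronger than a set level, cut at about -70% in these data; inconclusive means activity change between two set negative limits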; further: on the % scale 0 is the no-effect control and ±100 the full control effect
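Inhibition of cAMP made by TSHR-expressing cells under TSH stimulation (4nM final, EC80; 2 h, 37 deg C) is quantified with a one-step lysis HTRF kit, anti-cAMP cryptate versus cAMP-d2.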
AT treatment – qHTS Assay for Identifying a Potential Treatment of Ataxia-Telangiectasia | […] A-T fibroblasts, KAP-1 phosphorylation AlphaLISA; neocarzinostatin DNA damage 30 min before lysis | Potency, µM (top dose mostly 57.5 µM), for inactives: top-dose activation, hits mostly activators | 0.19% of 320,000 active | AID 485349, 2010; further: potency means the concentration at half of the fitted maximal effect; % of control where 0% means no effect; nearly all actives have a fitted effect of over 45% in size
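hTERT-immortalized A-T patient fibroblasts ([…]), 500 cells/well in OPTI-MEM, 1% FBS, got compounds for 60 min, then NCS for 30 min at 37C. Lysates were then assayed for phospho-KAP-1 by AlphaLISA (anti-pKAP1 donor, anti-KAP1 acceptor beads), 6 hr at 25C.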
GALK inhibitor – qHTS Assay for Inhibitors of Human Galactokinase (GALK). Purified GALK, Kinase-Glo residual ATP luminescence. Potency, µM (doses to about 57.5 µM), for the others: at the highest dose activity change, negative = inhibition, actives largely listed as inhibitors. 0.007% of 270,000 active. AID 1868, 2009. P51570; further: potency means the concentration at half of the fitted maximal effect; on the % scale 0 is the no-effect control and ±100 the full control effect
Target sequence (P51570 whole entry, looked up): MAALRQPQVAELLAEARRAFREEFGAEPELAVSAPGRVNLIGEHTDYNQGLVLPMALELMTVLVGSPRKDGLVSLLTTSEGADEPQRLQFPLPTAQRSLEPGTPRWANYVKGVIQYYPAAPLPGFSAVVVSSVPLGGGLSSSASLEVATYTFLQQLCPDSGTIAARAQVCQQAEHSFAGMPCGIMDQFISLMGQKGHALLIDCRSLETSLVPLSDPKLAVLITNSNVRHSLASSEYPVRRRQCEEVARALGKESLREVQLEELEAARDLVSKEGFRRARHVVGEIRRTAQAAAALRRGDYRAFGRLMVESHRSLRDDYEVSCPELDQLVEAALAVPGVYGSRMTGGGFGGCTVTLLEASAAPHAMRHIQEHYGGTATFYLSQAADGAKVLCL
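5 nM enzyme, 35 uM ATP, 100 uM galactose, 20 mM HEPES pH8.0, 5 mM MgCl2; 1 h RT; residual ATP by Kinase-Glo Plus luminescence, qHTS format.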
Giardia killer – Small Molecules that selectively kill Giardia lamblia: qHTS. activity change, % at 7.66 µM, hits read low. Giardia lamblia trophozoite viability. 0.15% of 340,000 active; in the data active means activity change below about -80%; inconclusive means between about -30% and that limit;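 further: parasites exposed to compound for two days anaerobically before the ATP read; on the % scale 0 is the no-effect control and ±100 the full control effect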
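Viability, read as ATP luminescence: trophozoites at 100 cells/well, compound added, 48 hrs anaerobic at 37 deg C, then 15-30 min room-temperature development before reading.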
BCR signal inh – qHTS Assay to Find Inhibitors of Chronic Active B-Cell Receptor Signaling; 0.05% of 340,000 active; Potency, µM (series often up to 46.1 µM), inactives show at the top dose ratio change, negative = lower green/red ratio, most hits filed as inhibitors; ABC-DLBCL IkBa-CBG/CBR reporter, luminescence ratio, 4 h; active means well fitted inhibition curve with a large enough effect in the signal ratio, with a control signal flat, not every such curve was filed as active; inconclusive means small, poorly fitted or top-dose-only effect, or effect the other way, or a change in a side signal; the % refers to the signal ratio;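 further: potency means the concentration at half of the fitted maximal effect; plate controls were basal doxycycline-induced cells for no effect and cells given 10 µM MG132 for full effect; MG132 reads +100%, hits lower the ratio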
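Concentration-response series (up to 46 uM) were applied to TMD8 dual-reporter cells for 4 h at 37C with doxycycline. Green/red ratio, after filter-overlap correction, defined %Activity; red signal alone was normalised to basal cells and zero luminescence.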
TCR act – Activators of T cell receptors: qHTS campaign; primary human leukocytes, anti-CD3, IL-2 HTRF, 48 h; Potency, µM (doses to about 9.22 µM), for the others: at the highest dose activation of IL-2 secretion, usual class: activators; 330,000 tested, under 10 active; AID 504894, 2011; further: % of control where 0% means no effect
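HTRF read-out of IL-2 secretion: europium cryptate donor excited at 320nm, d2 acceptor emission at 665nm. Cells were primary human leukocytes incubated 48 hr with compounds and a-CD3 beads, supplying TCR signal only.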
Tb PFK inh – qHTS Assay to Find Inhibitors of T. brucei phosphofructokinase | ATP-dependent 6-phosphofructokinase (Trypanosoma brucei brucei), O15648 | T. brucei PFK, ADP-Glo luminescence | Potency, µM (doses to about 57.5 µM), for inactives: at the highest dose activity, negative = inhibition, most hits filed as inhibitors | 0.17% of 330,000 active;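 further: potency means the concentration at half of the fitted maximal effect; 0% = uninhibited 1x PFK enzyme wells and -100% = no-enzyme wells; nearly all actives have a fitted effect of over 60% in size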
Target sequence (O15648 whole entry, looked up): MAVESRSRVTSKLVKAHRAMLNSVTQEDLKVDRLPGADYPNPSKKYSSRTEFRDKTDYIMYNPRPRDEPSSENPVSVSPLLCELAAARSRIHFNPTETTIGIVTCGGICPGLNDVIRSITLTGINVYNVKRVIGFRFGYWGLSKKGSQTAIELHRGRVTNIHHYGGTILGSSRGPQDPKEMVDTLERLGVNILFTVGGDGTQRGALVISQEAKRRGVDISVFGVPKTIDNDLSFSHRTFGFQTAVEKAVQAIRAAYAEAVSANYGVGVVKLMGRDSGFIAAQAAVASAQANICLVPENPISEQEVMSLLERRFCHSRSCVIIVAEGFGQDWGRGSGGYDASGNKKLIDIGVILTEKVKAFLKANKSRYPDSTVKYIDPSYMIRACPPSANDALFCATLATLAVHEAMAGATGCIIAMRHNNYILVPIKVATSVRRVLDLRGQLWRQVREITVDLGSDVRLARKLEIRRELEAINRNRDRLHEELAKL
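Luminescent ADP detection (ADP-Glo, two-step: ATP depletion then ADP-to-ATP conversion for luciferase) reported PFK activity after 45 min room-temperature reaction of 1.25 nM enzyme with 0.5 mM F6P and 0.1 mM ATP at pH 8.0.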
Coupling enz – qHTS Assay for Inhibitors of Fructose-1,6-bisphosphate Aldolase from Giardia Lamblia: Coupling assay counterscreen. coupling enzyme system counterscreen, AmpLite Red fluorescence. activity change, negative = inhibition, % at 58.2 µM, hits read low. 0.67% of 290,000 active. AID 2472, 2010; in the data active means activity change below about -30%; further: on the % scale 0 is the no-effect control and ±100 the full control effect
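Counterscreen lacking aldolase: glyceraldehyde-3-phosphate coupling-enzyme reagent preincubated 10 min at RT with compound (at 57.5 uM final), then substrate/coupling system with AmpLite Red added; fluorescence read at 525/598 nm after 20 min RT.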
hERG WT inh – qHTS for Inhibitors of KCHN2 3.1: Wildtype qHTS. Voltage-gated inwardly rectifying potassium channel KCNH2 (Homo sapiens), Q12809. U2OS, BacMam KCNH2, thallium flux FluxOr; active compounds read low. activity change, % at 1.84 µM. 0.37% of 340,000 active. AID 720551, 2013;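 active means maximum activity change below -70%; inconclusive means maximum activity change between -70% and -50%; inactive means maximum activity change above -50%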; further: on the % scale 0 is the no-effect control and ±100 the full control effect
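U2OS cells transduced with wild-type KCNH2 virus are loaded with FluxOr dye for 45 min, and thallium flux is measured in kinetic reads before and after stimulation buffer. Rate constants are normalized to DMSO controls.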
* hit, by the source's call; ? = inconclusive; . = not tested or not shown; [ ] = remark or other dose. Unless noted, the call rests on the fitted dose curve; in most records, active means well fitted curve in the direction sought with a large enough effect; inconclusive means small, poorly fitted or top-dose-only effect, or another doubt; inactive means no such curve, though single readings can be large; an effect the other way counts as inactive or inconclusive.

Every second line gives: MLL CXXC-DNA inh, TSHR antagonist, AT treatment, GALK inhibitor, Giardia killer, BCR signal inh, TCR act, Tb PFK inh, Coupling enz, hERG WT inh
> Cc1c(-c2ccc(F)cc2)[n+](=O)c2c(n1[O-])CCCCC2
 : 2%, 3, 3%, ., 16, 2%, -1%[46.1 µM], -2%, 3, -5
> CCCOc1ccc(OCCSc2nnc(N)s2)cc1
 : -3%, -9, 0%, -3%, 0, -8%, -6%, 1%, -16, -1
> CCN1CCN(C(=O)c2cc(COc3c(C)cccc3C)on2)CC1
 : 22%, 3, 10%, 3%, 14, 8%, -104%, -1%, 1, 11
> Cc1ccccc1-c1nc(CS(=O)(=O)CC(=O)Nc2cc(F)ccc2F)c(C)o1
 : 2%, 5, -2%, -5%, 34[activator], -6%, -3%, 6%, -1, -16
> CCc1ccc(CN(C)Cc2nc(COc3ccccc3)no2)nc1
 : 5%, -7, -4%, 1%, -4, ?, ., 1%, -1, 8
> CC(C)c1ccccc1NC(=O)C1C2C=CC(C2)C1C(=O)O (configuration not stated)
 : -7%, 16, 2%, 2%, 9, 0%, -6%, -2%, 0, -6
> Cc1ccc(NC(=O)COC(=O)c2ccccc2F)cc1S(=O)(=O)N1CCCCC1
 : ., -16, -5%, ., -3, -6%, 3%, 4%, ., -8
> Cc1cc(C)cc(N(CC(=O)NC2CCCCC2)C(=O)CCC(=O)Nc2cc(C)ccn2)c1
 : -1%, 4, 9%, -2%, -3, 15%, 0%, 0%, 0, -5
> O=C(CCN1C(=O)C2C3C=CC(C4CC34)C2C1=O)Oc1cccc2cccnc12 (configuration not stated)
 : ?, 0, -1%, 1%, -2, -9%, -2%, 1%, -7, -4
> Cc1ccnn1CCC(=O)N1CCCC(Nc2ccc(F)c(F)c2)C1 (configuration not stated)
 : -5%, 51, 11%, -1%, 15, 4%, -4%, 3%, 0, -14
> COc1ccc(NC(=O)C(c2ccc(C)cc2)N(C)C(=O)c2cnccn2)cc1 (configuration not stated)
 : 1%, -2, 11%, 0%, -2, -2%, 8%, -2%, 0, -7
> COC(=O)c1cc(C(=O)OC)n(Cc2ccc(F)cc2)n1
 : -1%, -10, 4%, 1%, -1, 9%, -4%, 5%, 0, 3
> C/C(N)=C(/C#N)C(=O)CN1C(=O)NC(Cc2c[nH]c3ccccc23)C1=O (configuration not stated)
 : ?, -2, -4%, -1%, -18, -2%, -10%, -13%, -2, 6
> CC1Cc2ccccc2N1C(=O)COC(=O)C1(c2ccccc2F)CCCC1 (configuration not stated)
 : -4%, -20, 0%, 2%, -17, ?, -29%[46.1 µM], 4%, -1, 1
> CC1C/C(=N\NC(=S)NCc2ccccc2)CC(C)(C)C1 (configuration not stated)
 : 9%, -5, 11%, 0%, -3, 17%, -7%, 2%, -6, 16
> C=CCSc1nnc(-c2cccnc2)o1
 : 1%, 0, -15%, 0%, -3, ?, -3%, -3%, 1, -6
> Cc1cc(C)c(NC(=O)COC(=O)c2ccc([N+](=O)[O-])s2)c(C)c1
 : 3%, 31, 7%, 0%, 0, 1%, 6%[46.1 µM], 0%, 4, -7
> Cc1ccc(O)c(NC(=S)NC(=O)Cc2ccc(Cl)cc2)c1
 : 18%, 12, -14%, 3%, 6, ?, -9%, -1%, 4, 13
> CCCC(C)NC(=O)CSc1nnc2ccccn12 (configuration not stated)
 : 2%, 4, 7%, 0%, -6, -1%, -2%, 0%, -2, -4
> Cc1ccc(C(=O)NNC(=O)Cc2ccccc2)cc1
 : 4%, 14, 8%, 1%, 5, 13%, -2%, 0%, 0, -6
> Cc1cc(=O)oc2cc(OCC(=O)NCCc3nc4ccccc4[nH]3)ccc12
 : -3%, 1, ., 1%, -2, 4%, 2%, 2%, -3, -15
> COc1ccc(C(=O)NNC(=O)CSc2nc3c([nH]2)c(=O)n(C)c(=O)n3C)cc1
 : 2%, 1, 0%, 3%, ?, 0%, 2%, -8%, 8, -1
> Cc1ccc(-n2ncc(C(=O)O)c2C2CCN(C(=O)OC(C)(C)C)CC2)cc1
 : -1%, 1, -5%, 1%, 4, 0%, 1%, 0%, 7, -21
> CCOC(=O)N1CCC(n2c(SCC(=O)Nc3ccccc3OC)nc3ccccc3c2=O)CC1
 : 11%, -14, 7%, -1%, 4, -5%, -3%, -4%, 1, -14
> CCCN1Cc2cccc(C(=O)NCc3ccccc3OC)c2C1=O
 : -3%, 2, 3%, 1%, -4, ?, ., 2%, 3, -7
> O=C(/C=N/O)NCCN1CCCCC1
 : 2%, 18, 10%, 4%, 3, 2%, 4%, 0%, -1, 20
> Cc1cccc(NC(=O)CSCc2cc(=O)n3nc(C4CC4)sc3n2)c1
 : 6%, 1, 2%, 1%, -13, -7%, -4%, 2%, ., -14
> CCN(CC)S(=O)(=O)c1cc(NC(=O)COc2ccc(C#N)cc2OC)ccc1C
 : -2%, -1, 1%, -5%, 3, 0%, -7%[46.1 µM], 1%, -1, -3
> Cc1ccc(C2C(C(N)=S)=C(N)OC3=C2C(=O)CC(C)(C)C3)cc1 (configuration not stated)
 : -28%, -1, -6%, -4%, 24, 20%, -1%[46.1 µM], 0%, 3, 20
> CCC1=Nc2ccccc2NC2=C1C(=O)CCC2
 : -3%, 0, -6%, 0%, -1, 11%, -3%, -5%, -17, -5
> Cc1c(NC(=O)Nc2ccc(C#N)cc2)c(=O)n(-c2ccccc2)n1C
 : -13%, 14, 11%, -6%, -4, 1%, -7%, 22%, 0, -8
> Clc1ccc(SCCOCCN2CCCCCC2)cc1
 : -4%, -2, 14%, 2%, 2, 1%, ., -3%, -5, 26
> CC(=O)NC1C(OCc2ccccc2)OC2COC(C)(C)OC2C1O (configuration not stated)
 : 2%, -3, 0%, -2%, -9, 0%, -30%, -1%, 2, 2
> Cc1ccc(S(=O)(=O)N2CCN(CC(=O)N/N=C\c3ccncc3)CC2)cc1
 : -4%, -4, 14%, 1%, 14, 1%, 4%, 6%, 0, -2
> Cc1cc(C)c(S(=O)(=O)c2ccccc2)c(OC(=O)c2c(Cl)cc(Cl)cc2Cl)n1
 : 8%, -7, 4%, 3%, 3, ?, -8%, -3%, 4, -5
> O=C(CCc1nc2ccccc2c(=O)[nH]1)OCC(=O)N1CCc2ccccc21
 : 4%, -4, -1%, -2%, -21, -1%, -1%, 2%, 0, 7
> COc1ccccc1NC(=O)C(C)OC(=O)c1nc2nc(C)cc(C)n2n1 (configuration not stated)
 : ., 6, 3%, ., -2, ?, -9%, 0%, ., -6
> Cc1cc(C(=O)N2CCN(S(=O)(=O)c3ccccc3C#N)CC2)c(C)o1
 : ., -8, 1%, ., -4, -2%, -10%, -4%, ., -5
> O=C(N1CCN(c2ccc(F)cc2)CC1)C12CC3CC(CC(C3)C1)C2
 : 2%, -1, -1%, -3%, 5, 1%, 2%, -2%, 3, -5
> Cc1ccsc1C(=O)N/N=C/c1ccc2c(c1)OCO2
 : 2%, 0, -5%, 12%, 10, ?, -5%[46.1 µM], -26%, 0, 7
> COc1cc(C(=O)NC2CC3CCCC(C2)N3Cc2ccccc2)cc(OC)c1OC (configuration not stated)
 : 2%, 5, 5%, 7%, 8, 1%, -3%, -2%, 3, -10
> O=C(NCc1ccco1)/C(=C\C=C\c1ccccc1)NC(=O)c1ccco1
 : 2%, -8, -1%, -6%, 29, -14%, 4%, -3%, 0, 2

Full records, looked up by structure. Values in the order: MLL CXXC-DNA inh | TSHR antagonist | AT treatment | GALK inhibitor | Giardia killer | BCR signal inh | TCR act | Tb PFK inh | Coupling enz | hERG WT inh
Listed for Cc1c(NC(=O)Nc2ccc(C#N)cc2)c(=O)n(-c2ccccc2)n1C : -13% | 14 | 11% | -6% | -4 | 1% | -7% | 22% | 0 | -8
Listed for CC(=O)NC1C(OCc2ccccc2)OC2COC(C)(C)OC2C1O (configuration not stated) : 2% | -3 | 0% | -2% | -9 | 0% | -30% | -1% | 2 | 2
Listed for O=C(NCc1ccco1)/C(=C\C=C\c1ccccc1)NC(=O)c1ccco1 : 2% | -8 | -1% | -6% | 29 | -14% | 4% | -3% | 0 | 2
Listed for Cc1cc(C(=O)N2CCN(S(=O)(=O)c3ccccc3C#N)CC2)c(C)o1 : . | -8 | 1% | . | -4 | -2% | -10% | -4% | . | -5

Outcome played no part in choosing rows. About 1.6% of those tested had a hit in this group.
